Assay outcomes from PubChem.
Runt-SMMHC FRET: inhibitors of RUNX1 Runt–CBFb-SMMHC binding, primary screen, biochemical, FRET, Cerulean-Runt, Venus-CBFb-SMMHC, uHTS; Runt-related transcription factor 1 (Homo sapiens) + Core-binding factor subunit beta …; AID 1434, 2008; 220,000 compounds, 0.74% hits; Cerulean-Runt/Venus-CBFb-SMMHC FRET ratio 530/480, 1 h; inhibition, % at 20 µM;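 active = mean inhibition across duplicate retests at 20 µM reaching about 50%, limit read from the data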;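 note: 0% = DMSO wells and 100% = wells with excess untagged CBFb-SMMHC; inhibitors lower the FRET ratio by blocking Runt binding to CBFb-SMMHC; some results filed as inactive read as strong as hits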
EP2 antag: human EP2 receptor antagonists, primary screen, TR-FRET cAMP, C6 glioma cells; C6 glioma cells expressing human EP2; cells stimulated with saturating PGE2; inhibition, % at 25 µM; 260,000 compounds, 0.52% hits; AID 1422, 2008;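 active = percent inhibition above 40 after rounding to a whole number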;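 note: rat C6 glioma host cells with rolipram phosphodiesterase inhibitor present; the protocol text gives 20 µM as final concentration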
Target sequence (P43116 whole entry, looked up): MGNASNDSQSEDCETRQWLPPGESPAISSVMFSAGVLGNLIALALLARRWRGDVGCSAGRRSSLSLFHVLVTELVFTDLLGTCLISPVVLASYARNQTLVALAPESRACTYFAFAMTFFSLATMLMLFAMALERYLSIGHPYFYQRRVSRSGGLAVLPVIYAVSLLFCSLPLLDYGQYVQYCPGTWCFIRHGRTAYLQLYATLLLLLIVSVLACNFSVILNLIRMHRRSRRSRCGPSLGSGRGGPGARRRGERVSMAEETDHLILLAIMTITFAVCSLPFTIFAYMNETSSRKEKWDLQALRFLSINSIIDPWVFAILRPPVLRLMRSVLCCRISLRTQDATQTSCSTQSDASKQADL
Hck-Nef inh: inhibitors of Nef-activated human Hck kinase, primary screen, biochemical, Z-Lyte FRET, 384-well, Hck-YEEI. inhibition, % at 20 µM. Recombinant Hck-YEEI plus Nef, Z-Lyte FRET kinase assay. Tyrosine-protein kinase HCK (Homo sapiens), P08631. 220,000 compounds, 0.68% hits;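 active = Hck-Nef kinase inhibition above about 50%, limit read from the data; inactive = inhibition below that limit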;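 note: 0% = DMSO with Hck plus Nef and 100% = Hck alone without Nef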
Target sequence (P08631 whole entry, looked up): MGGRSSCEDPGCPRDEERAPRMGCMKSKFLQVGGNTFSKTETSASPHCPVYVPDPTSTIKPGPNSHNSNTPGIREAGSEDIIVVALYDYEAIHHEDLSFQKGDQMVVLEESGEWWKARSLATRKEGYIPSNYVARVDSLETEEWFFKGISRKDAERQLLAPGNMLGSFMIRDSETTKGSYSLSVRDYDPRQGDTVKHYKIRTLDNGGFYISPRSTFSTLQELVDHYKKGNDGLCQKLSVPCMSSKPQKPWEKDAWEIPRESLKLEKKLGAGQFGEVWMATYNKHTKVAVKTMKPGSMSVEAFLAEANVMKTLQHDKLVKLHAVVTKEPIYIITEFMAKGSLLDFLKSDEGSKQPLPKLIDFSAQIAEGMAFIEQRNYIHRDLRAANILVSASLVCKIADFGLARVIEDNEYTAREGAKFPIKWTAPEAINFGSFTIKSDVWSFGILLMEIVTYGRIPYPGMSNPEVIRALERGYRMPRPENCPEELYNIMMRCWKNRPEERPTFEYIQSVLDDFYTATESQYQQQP
PERK inh: block of dimerizer-induced PERK translation repression, primary screen, PERK inhibitor project, CHO PERK-DD cells, SEAP luminescence, HTS. CHO PERK-DD fusion, SEAP luminescence translation reporter. AID 1416, 2008. 220,000 compounds, 0.17% hits. Eukaryotic translation initiation factor 2-alpha kinase 3 (Homo sapiens), Q9NZJ5. inhibition, % at 5.6 µM;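 active = inhibition above the mean inhibition of all tested compounds plus 3 SD, set separately per screening campaign, cut at about 2.9% in these data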;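 note: PERK kinase domain activated by AP20187 dimerizer at 100 nM; 0% = DMSO with dimerizer and 100% = rapamycin at 8.4 µM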
RBBP9 inh: human RBBP9 inhibitors, primary screen, biochemical, fluorescence polarization, FP-Rh probe, HTS | recombinant RBBP9 | inhibition, % at 7.94 µM | 220,000 compounds, 0.2% hits;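 active = inhibition above the campaign mean of all tested compounds plus 3 SD, cut at about 14% in these data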;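 note: plate controls were DMSO wells with RBBP9 for no effect and wells lacking RBBP9 protein for full effect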
Target sequence (O75884 whole entry, looked up): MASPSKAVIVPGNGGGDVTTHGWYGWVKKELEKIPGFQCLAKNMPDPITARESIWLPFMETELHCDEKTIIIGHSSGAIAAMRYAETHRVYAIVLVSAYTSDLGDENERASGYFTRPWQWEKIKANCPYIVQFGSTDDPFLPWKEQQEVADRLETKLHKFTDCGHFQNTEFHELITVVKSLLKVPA
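Material: RBBP9 protein. Amount: RBBP9 at 2.5 µM in dispensed solution, before mixing. Schedule: 30 min then 45 min, 25 °C. Medium: Tris buffer pH 8.0, NaCl, Pluronic. Measured by: fluorescence polarization. Measure: percent inhibition from mP, scaled between DMSO and no-protein wells. Replication: one well per compound.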
EP2 modulator: EP2 receptor modulators, cAMP readout, primary screen, cell-based, HTRF cAMP, PGE2 stimulation | Prostaglandin E2 receptor EP2 subtype (Homo sapiens), P43116 | EP2-expressing cells, cAMP HTRF FRET, PGE2 co-stimulation | induction, % at 25 µM | 260,000 compounds, 0.83% hits | AID 940, 2007;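 active = compounds whose cAMP rise, as percent of the full-agonist control response, exceeds 60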;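 note: rat C6 glioma line stably carrying human EP2 under a CMV promoter; the protocol text gives 20 µM as final concentration; 100% = response of wells given 1 µM PGE2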
L929 necroptosis: inhibitors of zVAD-triggered necroptosis, primary screen, L929 cells. AID 1377, 2008. 220,000 compounds, 0.38% hits. L929 zVAD necroptosis rescue, ATP luminescence, 24 h; with zVAD 60 µM. viability rescue, % at 10 µM;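 active = activation, scaled between plate controls, above about 75%, limit read from the data; inactive = activation under that limit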;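 note: 0% = zVAD with DMSO and 100% = DMSO alone without zVAD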
TNF death inh: inhibitors of TNF-alpha triggered necroptosis, primary screen, cell-based, Jurkat FADD-/-, single concentration. Jurkat FADD-/- TNF necroptosis rescue, ATP luminescence, 24 h; 0 = TNF only, 100 = no-TNF cells. activation (protection from cell death), % at 10 µM. 220,000 compounds, 0.068% hits. AID 463075, 2010;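 active = activation, meaning protection from cell death, of at least 50% relative to plate controls; inactive = activation below 50%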;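 note: necroptosis triggered by 40 ng/mL TNF-alpha added together with compound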
Runt-CBFb FRET: inhibitors of RUNX1 Runt–CBFb binding, primary screen, biochemical, FRET, Cerulean-Runt, Venus-CBFb, uHTS. Cerulean-Runt/Venus-CBFb FRET ratio 530/480, 1 h. 220,000 compounds, 0.46% hits. Runt-related transcription factor 1 (Homo sapiens) + Core-binding factor subunit beta …. inhibition, % at 20 µM;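 active = inhibition over about 50% at 20 µM in the single-dose screen, limit read from the data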;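 note: 0% = DMSO wells and 100% = excess unlabeled CBFb competitor control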
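Schedule: protein complex preformed 1 h, compound exposure 1 h, room temperature, dark; test system: Cerulean-labeled Runt domain protein; amount: 100 nM per protein; buffer or medium: Tris 50 mM pH 7.5, KCl, K2SO4, 0.01% BSA; read-out: loss of energy transfer signal; detection: FRET fluorescence; controls: 5 µM unlabeled CBFb as full-inhibition high control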
Numbers without * were called inactive; x = not tested or not shown; & = joins results of further samples. An excerpt; count on the stated rates, not on these rows.

SMILES | Runt-SMMHC FRET | EP2 antag | Hck-Nef inh | PERK inh | RBBP9 inh | EP2 modulator | L929 necroptosis | TNF death inh | Runt-CBFb FRET
CCOC(=O)C1=C(C)NC(=O)NC1/C=C/c1ccccc1 (stereo unspecified) | -2 | 9 | 3 | -1.0 | -1 | -3 | 0.2 | 1.6 | -1
COc1ccc(C2CC(c3cccs3)=NN2C(=O)CSc2nc3ccccc3s2)cc1 (stereo unspecified) | 2 | 6 | 2 | 0.8 | 6 | 4 | 1.2 | 2.6 | -1
Cc1cc(NC(=O)CCCN2C(=O)c3cccc4cccc(c34)C2=O)no1 | -1 | 2 | 20 | -0.1 | -3 | 3 | 18 | 0.2 | -1
COc1cccc(NC(=O)C2CC(=O)OC23CCOC(C)(C)C3)c1 (stereo unspecified) | -1 | 12 | -18 | 1.1 | 0 | 34 | 0.2 | 0.8 | -1
O=[N+]([O-])c1ccc(N2CCCC2)cc1N1CCCC1 | -5 | 8 | 3 | -0.2 | -1 | 23 | -0.1 | -4.7 | -5
CCCNCC(O)Cn1c2ccccc2n2c(=O)cc(C)c(C#N)c12 (stereo unspecified) | -4 | 12 | 2 | -0.8 | 1 | 0 | 4.2 | 3.2 | -4
COc1ccc(S(=O)(=O)N2CCC(C(=O)N3CCCCCC3)CC2)cc1 | 0 | 12 | 4 | 0.0 | -8 | 3 | 0.2 | -2.3 | 1
Cc1cc(C)c2c(=O)n(CC(=O)Nc3ccc(Cl)cc3)sc2n1 | 47 | 98* | -43 | -0.3 | 7 | -79 | -0.7 | -10 | 0
Cc1ccc(OC(=O)c2cccnc2)cc1 | -5 | 9 | 21 | 0.5 | 0 | 10 | 1.2 | -4.0 | 0
O=C(/C=C/Nc1ccc(Nc2ccccc2)cc1)c1cccs1 | -46 | 5 | 12 | 0.0 | 1 | -4 | 3.8 | 3.9 | -4
N#C/C(=C/c1ccc(N2CCOCC2)o1)c1ccc(Br)cc1 | 28 | 14 | -4 | -0.1 | -10 | -14 | 0.8 | -7.5 | 26
CC(C)(C)OC(=O)NCCCCCNC(=O)c1[nH]cnc1C(=O)N[C@@H](CCCCNC(=O)OC(C)(C)C)C(=O)OC(C)(C)C | -4 | 7 | -1 | 0.1 | -16 | 14 | 1.6 | -2.3 | -10
O=C1CSC(c2ccc(Cl)cc2)N1 (stereo unspecified) | -5 | 5 | 2 | -0.4 | -1 | -5 | -0.1 | -0.1 | 2
COc1ccc(N2C(=O)NC3CC2(C)Oc2ccc(Br)cc23)cc1OC (stereo unspecified) | 4 | 9 | 4 | -1.1 | -7 | 9 | 0.6 | -4.8 | -1
C=CC(=O)N=c1sc2ccccc2n1-c1ccccc1 | 3 | 4 | 26 | 0.9 | 2 | 32 | 0.6 | -17 | 2
CCCCN(C(=S)Nc1ccc(F)cc1)c1c(N)n(CCC)c(=O)[nH]c1=O | -1 | 12 | -21 | -0.2 | -2 | -16 | 1.7 | 0.0 | -1
O=C(N/N=C/c1ccc(OC(=O)c2ccco2)cc1)c1ccccn1 | 2 | 6 | 20 | -0.6 | -12 | -29 | 1.7 | 0.5 | 0
COc1cccc(Nc2n[nH]c(=S)s2)c1 | 48 | 9 | 3 | 0.8 | 6 | 2 | 3.6 | 0.9 | 17
Cc1cc(=O)n2c(nc3ccccc32)[nH]1 | 4 | 7 | 7 | -0.1 | -6 | 9 | 0.5 | -0.5 | -1
CC(C)(C)c1nc(SCC(=O)N2CCCC2)c2ccccc2n1 | x | 8 | 22 | -0.7 | -6 | 13 | 1.4 | -1.8 | x
O=C(NC1CCCc2ccccc21)C1CCN(S(=O)(=O)c2ccccc2F)CC1 (stereo unspecified) | -26 | 6 | -2 | -0.5 | -7 | -35 | 0.3 | 4.5 | 0
C/C(=N\N=C(N)N)c1ccc(Cl)cc1Cl | 1 | 10 | 20 | 0.3 | 0 | -33 | 9.8 | 3.3 | -2
O=C(c1ccc([N+](=O)[O-])cc1)N1CCC(Cc2ccccc2)CC1 | -9 | 6 | 20 | 0.1 | -7 | -51 | 0.4 | 1.6 | 1
COCCNC(=O)CCCCCNS(=O)(=O)c1ccc(C)cc1 | 4 | 7 | -2 | 0.9 | -7 | 10 | -0.2 | -0.4 | 1
NC(=O)c1c(/N=C/c2cccs2)sc2c1CCCC2 | -5 | 11 | 16 | 0.9 | -4 | -22 | 21 | 2.8 | -2
Cc1ccc(CCNC(=O)C2CCCN(S(=O)(=O)c3c(C)noc3C)C2)cc1 (stereo unspecified) | 2 | 10 | 0 | -0.5 | -3 | -11 | 0.1 | -2.7 | -3
Cn1c2ccccc2c2cnn(CC(=O)O)c(=O)c21 | -2 | -2 | 1 | 1.8 | -7 | 35 | 0.7 | 0.3 | 0
O=C(NCc1ccccc1)c1csc2c1CCCCC2 | -2 | 11 | 3 | 0.4 | 2 | -38 | 0.9 | 8.3 | 1
CC(=O)c1ccc(OCCOc2ccc(C#N)cc2)cc1 | 0 | 15 | 8 | -0.5 | 2 | -35 | 0.5 | -2.4 | 0
Cc1cc(C)c2[nH]c(=O)c(CN(Cc3ccco3)C(=O)C3CCCO3)cc2c1 (stereo unspecified) | 4 | 13&11 | 1 | -1.1 | -5 | 42&6 | -0.3 | -4.2 | 5
NC(=O)COc1ccc(/C=N/NC(=O)C2CCCN2S(=O)(=O)c2ccc(Cl)cc2)cc1 (stereo unspecified) | 0 | 5 | 8 | 0.4 | -6 | -6 | 0.5 | -0.8 | 2
Cc1ccc(S(=O)(=O)Nc2ccc(Cl)cc2)cc1NC(=O)c1cc2c(s1)CCCC2 | 1 | 3 | 2 | 0.7 | -36 | 7 | 1.0 | 0.9 | 1
COc1ccc(-c2cc(C(=O)O)[nH]n2)cc1OC | -2 | 11&6 | -19 | 0.8 | 0 | 7&-13 | -0.6 | -0.2 | 1
O=C(c1ccco1)N1CCN(C(=S)Nc2cccc([N+](=O)[O-])c2)CC1 | 2 | 9 | 48 | 0.6 | -5 | 2 | 0.2 | 0.0 | 0
CN(C)S(=O)(=O)c1ccc(NC(=O)COC(=O)c2n[nH]c3ccccc23)cc1 | -5 | 29 | 1 | 1.6 | -13 | -21 | 0.4 | 1.0 | -2
COc1cc(C#N)ccc1OCC(=O)NCc1cccs1 | -1 | 10 | 24 | 1.1 | -2 | 5 | 3.0 | 1.4 | 0

Full records from above:
NC(=O)COc1ccc(/C=N/NC(=O)C2CCCN2S(=O)(=O)c2ccc(Cl)cc2)cc1 (stereo unspecified) is listed as Runt-SMMHC FRET: 0; EP2 antag: 5; Hck-Nef inh: 8; PERK inh: 0.4; RBBP9 inh: -6; EP2 modulator: -6; L929 necroptosis: 0.5; TNF death inh: -0.8; Runt-CBFb FRET: 2
Cc1cc(C)c2[nH]c(=O)c(CN(Cc3ccco3)C(=O)C3CCCO3)cc2c1 (stereo unspecified) is listed as Runt-SMMHC FRET: 4; EP2 antag: 13&11; Hck-Nef inh: 1; PERK inh: -1.1; RBBP9 inh: -5; EP2 modulator: 42&6; L929 necroptosis: -0.3; TNF death inh: -4.2; Runt-CBFb FRET: 5

Later entries:
SMILES | Runt-SMMHC FRET | EP2 antag | Hck-Nef inh | PERK inh | RBBP9 inh | EP2 modulator | L929 necroptosis | TNF death inh | Runt-CBFb FRET
CCOc1ccccc1NC(=O)COn1nnc2ccccc21 | -1 | 23 | -25 | -1.0 | 4 | 15 | -0.5 | 0.5 | 1
Oc1ccc(NC(=S)Nc2ccccc2)cc1 | -2&3 | 16&3 | 14&5 | 0.7&1.4 | -4&12 | -18&4 | 0.8&0.2 | -4.1&0.9 | 7&5
Cc1ccsc1C(=O)OCC(=O)NCC1CCCO1 (stereo unspecified) | -5 | 7 | -1 | 0.3 | -4 | 27 | 1.2 | 1.6 | -1
CCOC(=O)N1CCN(C(=O)C(=O)NN)CC1 | -2 | 7 | 20 | 0.4 | -5 | 21 | 5.5 | -0.6 | 1
CCC(C)(C)NC(=O)C(c1ccccc1)N(Cc1cccs1)C(=O)Cn1nnc2ccccc21 (stereo unspecified) | x | 7 | 6 | -0.9 | -3 | x | -0.2 | -1.6 | x
CCOC(=O)c1cccnc1SC(CC)C(=O)N1CCOCC1 (stereo unspecified) | -11 | 3 | -1 | -0.5 | -3 | 4 | -0.2 | 0.3 | -1
O=C(c1cccnc1)N1CCN(Cc2ccc3c(c2)OCO3)CC1 | 0 | 14 | 1 | -0.2 | -2 | 14 | -0.4 | -1.6 | 0
COC(=O)c1cccc(NS(=O)(=O)c2ccc(OC)c(OC)c2)c1C | 2 | 6 | 1 | 0.4 | -3 | -5 | 0.3 | -1.7 | 1
CCOc1ccc(CCNC(=O)COC(=O)c2ccccc2O)cc1OCC | -1 | 11 | 10 | 0.4 | -6 | 8 | 3.9 | 0.9 | -2
O=C(CCCN1C(=O)c2cccc3cccc(c23)C1=O)NCc1cccs1 | -4 | 14 | 26 | 1.1 | -2 | -13 | 0.1 | 0.0 | 0
CC(C)(C)c1ccc(C(=O)OC/C(O)=C(\C#N)c2nc3ccccc3s2)cc1 | 2 | 7 | 2 | 0.7 | -8 | -7 | -0.1 | 1.7 | -1
NC(=O)c1ccc(NC(=O)COC(=O)/C=C/c2cn(-c3ccccc3)nc2-c2cccnc2)cc1 | -11 | 15 | -1 | -0.7 | -27 | -29 | 0.1 | 4.3 | -10
CCCc1c(NC(=O)Nc2ccc(Cl)cc2Cl)cnn1-c1ccccc1 | -1 | 20 | 6 | 1.6 | 2 | -54 | 1.2 | -1.9 | 0
COc1ccc2nc(SC(C(=O)c3ccccc3)c3ccccc3)nc(C)c2c1 (stereo unspecified) | 1 | 4 | 2 | -0.6 | -13 | 10 | 0.5 | -0.5 | 0
C/C(N)=C(/C#N)C(=O)CSc1n[nH]c(-c2cccs2)n1 | 0 | 1 | 18 | -0.1 | -6 | 33 | 2.5 | -0.5 | 0
COc1ccc(-c2cc(C(=O)Nc3nc4c(C)cccc4s3)c3ccccc3n2)cc1OC | -31 | 4 | 1 | 1.5 | -7 | -28 | 0.2 | -10 | -16
COc1ccc(-c2nnc(SCC(=O)N3CCOCC3)n2C)cc1OC | -7 | 13 | 8 | 1.2 | -15 | -11 | -0.8 | -1.0 | 1
